# Screening data deposited in PubChem BioAssay by National Center for Advancing Translational Sciences (NCATS).
# ELG1 repair inh: inhibitors of ELG1-dependent DNA repair in HEK293T cells | HEK293T ELG1-luciferase reporter, luminescence, 16 h; DNA damage induced by 5-fluorouridine | Potency, µM (titrated, usually from 46.1 µM), inactives show at the highest dose activity change, negative = inhibition, usual class: inhibitors | 330,000 compounds, 2.3% hits; also: potency is read from the fitted curve at half-maximal effect; % is scaled to controls: 0 for no effect and ±100 for the full control effect; nearly all actives have a fitted effect of over 55% in size
#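 5-Fluorouridine DNA damage + compound/DMSO, 2,000 cells/well, 16 h, 37 °C/5% CO2. ONE-Glo, 30 min RT, luminescence. Readout = decrease in reporter signal.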
# ELG1 genotox: induces genotoxicity in HEK293T cells with luciferase-tagged ELG1; HEK293T ELG1-luciferase reporter, luminescence, 16 h; Potency, µM (titrated, usually from 46 µM), for inactives: at the top dose activity change, positive = activation, most hits filed as activators; 330,000 compounds, 1.3% hits; also: potency is read from the fitted curve at half-maximal effect; % of control where 0% means no effect; nearly all actives have a fitted effect of over 60% in size
#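 ELG1-luciferase HEK293T cells, 2,000/well; compound pinned in; 16 hr, 37 °C, 5% CO2; ONE-Glo, 30 min RT; luminescence on CCD imager.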
# Rab9 prom act: Rab9 promoter activation; Huh7 Rab9 promoter-luciferase reporter, luminescence, 24 h; Potency, µM (titrated, usually from 9.22 µM), for inactives: at the top dose activation, negative = inhibition, hits mostly activators; 320,000 compounds, 2.8% hits; also: potency is read from the fitted curve at half-maximal effect; % of control where 0% means no effect; nearly all actives have a fitted effect of over 60% in size
#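 Luminescence read-out: Huh7 cells stably expressing Rab9-luciferase, treated 24 h with compound at 37 °C, then lysed with luciferase reagent for 10 min at ambient before reading.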
# Tb PFK inh: blocks T. brucei phosphofructokinase. AID 485367. 330,000 compounds, 0.17% hits. Potency, µM (doses to about 57.5 µM), inactives show at the highest dose activity, negative = inhibition, usual class: inhibitors. T. brucei PFK, ADP-Glo luminescence;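 also: potency is read from the fitted curve at half-maximal effect; 0% = uninhibited 1x PFK enzyme wells and -100% = no-enzyme wells; nearly all actives have a fitted effect of over 60% in size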
# Target sequence (O15648 whole entry, looked up): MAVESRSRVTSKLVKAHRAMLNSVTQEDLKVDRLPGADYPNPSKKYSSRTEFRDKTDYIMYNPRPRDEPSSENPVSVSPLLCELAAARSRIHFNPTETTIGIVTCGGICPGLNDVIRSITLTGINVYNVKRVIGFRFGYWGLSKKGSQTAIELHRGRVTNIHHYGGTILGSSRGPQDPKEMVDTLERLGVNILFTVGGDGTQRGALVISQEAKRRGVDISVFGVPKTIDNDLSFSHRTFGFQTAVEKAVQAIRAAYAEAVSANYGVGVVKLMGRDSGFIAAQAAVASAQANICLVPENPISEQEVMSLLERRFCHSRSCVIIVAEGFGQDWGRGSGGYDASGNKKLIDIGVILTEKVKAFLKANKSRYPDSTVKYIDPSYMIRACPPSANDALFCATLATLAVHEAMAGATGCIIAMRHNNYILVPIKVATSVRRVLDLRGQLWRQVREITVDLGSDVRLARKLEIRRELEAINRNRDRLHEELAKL
#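 Luminescent ADP detection (ADP-Glo, two-step: ATP depletion then ADP-to-ATP conversion for luciferase) reported PFK activity after 45 min room-temperature reaction of 1.25 nM enzyme with 0.5 mM F6P and 0.1 mM ATP at pH 8.0.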
# BRCA1 expr act: increases BRCA1 expression; 380,000 compounds, 1.1% hits; Potency, µM (series often up to 46.1 µM), inactives show at the highest dose activation, hits mostly activators; MCF7-BRCA1-FFLuc reporter, luminescence, 48 h; response scale: scaled: vehicle 0%, 10 µM genistein 100%; also: potency is read from the fitted curve at half-maximal effect; nearly all actives have a fitted effect of over 80% in size; some results filed as inactive show a strong effect at the top dose
#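 MCF7 cells carrying a BRCA1-firefly luciferase reporter (2000 cells/well, phenol-red free MEM) were attached for 2 h at 37 °C, then given compounds for 48 h. Luminescence was read 15 min after luciferase reagent; activity normalized to genistein (10 microM) and DMSO.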
# FLuc modulator: counter-screen for miR-21 project: firefly luciferase inhibitors or activators. purified FLuc, Km substrates, luminescence inhibition. P08659. 360,000 compounds, 6.9% hits. Potency, µM (series often up to 57.5 µM), without a hit: at the highest dose activity change, negative = inhibition, hits mostly inhibitors. AID 588342;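 also: potency is read from the fitted curve at half-maximal effect; plate controls were vehicle for no effect and reference inhibitor for full effect; nearly all actives have a fitted effect of over 55% in size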
# Target sequence (P08659 whole entry, looked up): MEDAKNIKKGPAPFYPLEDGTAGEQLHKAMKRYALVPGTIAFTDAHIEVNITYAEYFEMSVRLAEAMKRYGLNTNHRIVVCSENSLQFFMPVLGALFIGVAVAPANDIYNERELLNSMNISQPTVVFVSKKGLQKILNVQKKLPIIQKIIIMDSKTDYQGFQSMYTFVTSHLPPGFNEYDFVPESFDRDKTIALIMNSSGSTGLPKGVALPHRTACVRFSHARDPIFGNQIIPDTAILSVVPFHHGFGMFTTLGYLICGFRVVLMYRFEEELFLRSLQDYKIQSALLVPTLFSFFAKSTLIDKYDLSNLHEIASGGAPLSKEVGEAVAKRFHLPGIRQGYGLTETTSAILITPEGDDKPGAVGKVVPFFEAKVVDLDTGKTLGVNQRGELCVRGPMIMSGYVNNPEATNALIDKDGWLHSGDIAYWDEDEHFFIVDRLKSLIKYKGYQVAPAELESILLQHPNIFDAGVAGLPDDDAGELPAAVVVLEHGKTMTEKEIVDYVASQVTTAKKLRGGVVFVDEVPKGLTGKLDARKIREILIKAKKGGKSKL
#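 Biochemical qHTS of compounds, final roughly 60 µM downward over six points, against 10 nM purified firefly luciferase using Km concentrations of substrates (10 uM D-luciferin, 10 uM ATP) in Tris acetate pH 7.5 buffer; luminescence output.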
# TRPV1 agonist: activates the human vanilloid receptor TRPV1; 320,000 compounds, 0.19% hits; AID 540275; Q8NER1; TRPV1-expressing cells, Fluo-8 calcium influx, agonist mode; activation, % at 8.33 µM; in the data active = activation above about 80%; inconclusive = between about 30% and that limit; also: 0% is about no effect
#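 TRPV1-expressing cells were cultured overnight at 35.5C and loaded with Fluo-8 calcium dye for 40 to 90 min at room temperature. After a 10 s baseline, compound was added and calcium influx was read kinetically for 3 min (ex 480/em 520 nm).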
# RORgamma inh: inhibitors of mouse ROR gamma transcriptional activity; P51450; Drosophila S2 Gal4-RORgamma UAS-luciferase reporter, 20 h; Potency, µM (highest dose often 53.6 µM), for the others: at the highest dose activity change, negative = inhibition, usual class: inhibitors; 310,000 compounds, 5.4% hits; AID 2551; also: potency is read from the fitted curve at half-maximal effect; % is scaled to controls: 0 for no effect and ±100 for the full control effect; nearly all actives have a fitted effect of over 60% in size
#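 Stably transfected Drosophila Schneider cells are the test system, with ROR gamma fused to Gal4 and luciferase under UAS control; luminescence is read after 20 hr of 700 uM copper sulfate induction at ambient temperature.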
# Gal4-VP16 FLuc: counter-screen for ROR gamma inhibitors: Gal4-VP16 reporter; Drosophila S2 Gal4-VP16 UAS-luciferase, luminescence, 20 h; Potency, µM (top dose mostly 53.6 µM), for the others: top-dose activity, negative = inhibition, usual class: inhibitors; 310,000 compounds, 3.5% hits;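 also: Gal4-VP16 expression switched on by copper sulfate through the metallothionein promoter; potency is read from the fitted curve at half-maximal effect; % is scaled to controls: 0 for no effect and ±100 for the full control effect; nearly all actives have a fitted effect of over 50% in size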
# NPC1 prom act: activates the NPC1 promoter; 320,000 compounds, 2.4% hits; Huh7 NPC1 promoter luciferase reporter, 24 h; Potency, µM (highest dose often 9.22 µM), inactives show at the top dose activation, hits mostly activators;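 also: potency is read from the fitted curve at half-maximal effect; % of control where 0% means no effect; nearly all actives have a fitted effect of over 60% in size; reporter is driven by a mutant NPC1 promoter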
#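 Luminescence read-out of NPC1 promoter-driven luciferase in stably transfected Huh7 cells; compounds delivered in DMSO and left 24 h at 37C, 5% CO2, qHTS titration format.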
# p53 reactivator: mutant p53 re-activation in reporter cells. H1299 p53-A138V BP100-luciferase reporter, luminescence, 24 h. Potency, µM (titrated, usually from 92.2 µM), inactives show top-dose activity change, positive = activation, hits mostly activators. 320,000 compounds, 0.063% hits; also: potency is read from the fitted curve at half-maximal effect; % of control where 0% means no effect; nearly all actives have a fitted effect of over 45% in size
#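 H1299 (p53-null), stable ts p53-A138V + BP100-Luc; 1000 cells/well, Opti-MEM/10% FBS; cpd 4 pt, 1:5; 24 h, 37 deg C, 5% CO2; detection reagent 10 min RT; luminescence.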
# * marks the source's active call; other numbers are inactive results; ? = inconclusive; . = no result given; & = joins results of further samples; [ ] = remark or other dose. Unless noted, calls follow the shape of the dose curve; as a rule, active = well fitted curve in the direction sought with a large enough effect; inconclusive = small, poorly fitted or top-dose-only effect, or another doubt; inactive = no such curve, though single readings can be large; an effect the other way counts as inactive or inconclusive.
SMILES,ELG1 repair inh,ELG1 genotox,Rab9 prom act,Tb PFK inh,BRCA1 expr act,FLuc modulator,TRPV1 agonist,RORgamma inh,Gal4-VP16 FLuc,NPC1 prom act,p53 reactivator
Cc1c(Cl)cccc1NC(=O)CSc1nnc(CCNC(=O)OC(C)(C)C)o1,-16%,2%,14%,-12%,-24%,0%,0,5%,1%,-2%,-4%
CN1CCc2cc(Cl)c(O)cc2[C@@H](c2ccccc2)C1,.,.,-7%[46.1 µM],-2%,1%,-10%,-2,-24%&-10%,-10%&-11%,9%[46.1 µM],.
O=C(c1cc([N+](=O)[O-])ccc1N1CCOCC1)N1CCOCC1,17%,-1%,3%,7%,9%,-1%,1,-17%,-5%,1%,-1%
O=C(CNC(=O)C1COc2ccccc2O1)N/N=C/c1ccc(O)cc1O (centres undefined),-19%,?,-13%,-2%,-90%,4%,-1,13µM*,-17%,-3%,4%
Cc1ccccc1NC(=S)/C(=C(\[O-])c1ccc(C)c([N+](=O)[O-])c1)[n+]1ccccc1,0%,6%,-3%,4%,-34%,-1%,-1,-12%[10 µM],-4%,-4%,-1%
COC(=O)c1ccc(NC(=O)C2CCN(S(C)(=O)=O)CC2)cc1,-2%,5%,3%,-3%,-30%,-2%,-1,-15%[10 µM],2%,7%,-12%
O=C(CCCOc1ccccc1)NC1CCCc2ccccc21 (centres undefined),8%,-1%,0%,0%,30%,7%,13,-3%,-4%,-4%,-8%
O=C(N/N=C/c1ccc[nH]1)c1ccccc1O,?,?,?,-4%,77%,9.5µM*,1,1.3µM*,5.6µM*,23%,7%
Cc1ccccc1N(CC(=O)NC1CCCC1)C(=O)C1(C)CC(=O)N=C2C=CC=CN21 (centres undefined),18%,2%,3%,-3%,13%,-1%,0,22%,-5%,-3%,-4%
CCOC(=O)C1CCN(C(C(=O)Nc2ccc3c(c2)OCCO3)c2ccccc2)CC1 (centres undefined),11%,-2%,-1%,-2%,-8%,-2%,?,10%,2%,0%,-3%
Cn1nc(C(=O)Nc2ccccc2)c2c1-c1ccccc1S(=O)(=O)C2,-5%,-6%,0%,4%,1%,2%,1,9%,-5%,0%,0%
Cc1ccc(N2C(=O)C(NC(=O)c3ccccc3)(C(F)(F)F)C3=C2CC(C)(C)CC3=O)cc1 (centres undefined),-11%,-2%,-6%,-5%,-14%,-6%,16,9%,-2%,-1%,-11%
Cc1c(CC(=O)NC(C)C)c(=O)oc2cc3c(cc12)CCC(C)(C)O3,?,14%,3.2µM*,-4%,11µM*,?,3,?,-12%,?,13%
O=C(N/N=C/c1ccc2ncccc2c1)c1cc(-c2cccs2)nc2ccccc12,?,-9%,0%,-18%,-23%,?,2,11%,-1%,-5%,0%
N#CC(c1ccccn1)(c1ncc(C(F)(F)F)cc1Cl)N1CCOCC1 (centres undefined),17%,-3%,-3%,2%,-17%,4%,.,-7%,0%,0%,-2%
CN(C)S(=O)(=O)c1ccc(NC(=O)/C=C/c2ccccc2Cl)cc1,-11%,1%,8%,0%,-62%,21µM*,?,0.5µM*,-10%,4%,-1%
COc1ccc(C(=O)c2c(-c3cccc(C)c3)oc3ccc(N4CCOCC4)cc23)cn1,-13%,2%,4%,10%,0%,?,3,24%,10%,-6%,15%
O=C(CCS(=O)(=O)c1ccccc1)Nc1ccc(Cl)cn1,?,15%,?,-4%,?,?,0,35%,?,6%,21%
CC(C)c1ccc(N2C(=O)CC(NNC(=O)c3ccccc3Cl)C2=O)cc1 (centres undefined),-2%,-2%,2%,-2%,1%,0%,-5,?,3.2µM*,1%,-2%
c1ccc(CO/N=C(\c2ccc(C3CC3)nc2)C2CC2)cc1,?,1%,-1%,-8%,17%,-12%,19,37%,3%,-6%,1%
CCOC(=O)CSc1nc(N)nc(C)c1Br,2%,3%,-10%,-5%,3%,1%,-6,-9%[10 µM],-1%,-3%,-3%
Cc1ccc(NC(=O)NNC(=O)COc2ccc3ccccc3c2)cc1,10%,2%,4%,-17%,0%,2%,-9,-20%,-11%,0%,11%
O=C(NCc1cccnc1)c1csc2c1CCCC2,?,5%,-11%,-2%,-5%,-6%,0,14%[10 µM],20%,-2%,-8%
COc1ccc(CNC(=S)Nc2cccc(C)c2)cc1,-9%,16%,-5%,0%,10%,-2%,?,10µM*,20µM*,2%,-5%
O=C(NNc1ccc(-c2csnn2)cc1)c1cc(Cl)cc(Cl)c1,?,3%,-1%,-12%,-63%,1%,1,-1%,2%,5%,-4%
CCN(CC)S(=O)(=O)c1ccc(NC=C(C#N)C#N)cc1,-15%,-6%,-10%,-2%,2%,2%,-2,31%,-3%,1%,-1%
CCOC(=O)c1c(C)nc2sc(C(N)=O)c(N)c2c1-c1ccccc1,?,-16%,-2%,3%,-3%,0%,18,-33%,1%,-4%,-4%
C=CCc1ccccc1OCC(O)CN1CCN(c2ccc(C)cc2)CC1 (centres undefined),-5%,2%,-4%,-1%,-6%,-1%,3,-21%,?,-2%,10%
CC(=O)c1cccc(NC(=O)CCCNC(=O)c2ccc(Cl)cc2)c1,-5%,3%,16%,-3%,-10%,-2%,-1,-15%,-16%,-2%,-7%
CCC(=O)Nc1ccc(C(=O)NNC(=O)C(c2ccccc2)c2ccccc2)cc1,4%,1%,-6%,-4%,-5%,8%,7,29%[10 µM],?,-3%,5%
CC(=O)C1=C(O)C(=O)N(c2ccc(O)cc2)C1c1cccc(F)c1 (centres undefined),?,3%,-3%,-6%,-9%,-1%,0,-22%,-6%,0%,-1%
O=C(CSC1=NC2(CCCCC2)N=C1c1ccccc1)Nc1ccc2c(c1)OCCO2,?,2%,0%,-3%,-39%,0%,?,?,-2%,-6%,22%
COc1ccc(NC(=O)C2CCCN(c3cnccn3)C2)c(OC)c1 (centres undefined),4%,0%,1%,-6%,1%,-1%&-3%,-3,-6%,0%,-4%,2%
Cc1ccc(-c2nc3ccccc3c(=O)o2)cc1,?,?,3.2µM*,1%,63%,4.3µM*,-2,10%[1.91 µM],-4%,?,19%
CCn1nc(NC(=O)C(C)C)c2cc3cccc(C)c3nc21,13%,-1%,-2%,-5%,-33%,0%,?,-4%,-12%,-8%,-5%
Cn1nc(C(=O)Nc2ccc(S(=O)(=O)NCc3ccco3)cc2)c2ccccc2c1=O,?,2%,-2%,6%,0%,3%,-4,2%,8%,-1%,-2%
COCCN(C(=O)c1snc(C(N)=O)c1N)C(C(=O)NC1CCCC1)c1cc(OC)c(OC)c(OC)c1 (centres undefined),-7%,-7%,-1%,1%,-18%,3%,1,4%,3%,-1%,-3%
COc1ccc(OC)c(NC(=S)NCc2cccs2)c1,0%,-1%,-13%,0%,4%,-4%,2,14µM*,?,-2%,8%
CC1=NN(C(=O)c2ccc(Cl)cc2)C(O)(c2ccccc2)C1 (centres undefined),-7%,0%,-7%,-2%,-17%,-2%,-2,10µM*,13µM*,1%,-2%
CCOc1cc(C(N)=O)cc(Br)c1OCC,8.2µM*,-19%,1%,-6%,1%,2%,0,-23%,-11%,-3%,-2%
C=CCN(CC=C)C(=O)CN1C(=O)c2ccccc2C1=O,?,-1%,3%,1%,-6%,-2%,3,6%,-8%,-4%,17%
COC(=O)c1ccc(NC(=S)N2CCN(Cc3ccccc3OC)CC2)cc1,?,-8%,0%,2%,1%,0%,17,?,5%,-1%,-4%
Cc1ccccc1C(=O)N1CCN(c2ccc(NC(=O)c3cccnc3)cc2)CC1,?,-12%,-4%,3%,0%,-2%,-3,17%,7%[10 µM],0%,0%
CC(C(=O)Nc1cc([N+](=O)[O-])ccc1Cl)N1CCN(c2ccccc2O)CC1 (centres undefined),?,-4%,-5%,7%,-61%,1%,7,-3%,-6%,1%,?
COC(=O)c1ccc2c(=O)n(CCCCCC(=O)NCc3ccccc3)c(=O)[nH]c2c1,?,13%,-2%,5%,1%,-3%&5%,0,0%,-6%,1%,-2%
CCOC(=O)c1sc(N2C(=O)C(O)=C(C(=O)c3ccc(C)o3)C2c2ccc(OC)c(OC)c2)nc1C (centres undefined),-15%,4%,-11%,3%,-1%,2%,9,34%,16%,7%,-2%
